Source: PubChem
OXTR potentiator – human OXTR potentiation; P30559; CHO-OTR cells, Fluo-8 calcium fluorescence, potentiator mode; 0% = oxytocin EC15, 100% = EC100; activation, % at 3 µM; actives 0.061% (n = 320,000);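 active means activation above that plate's cutoff, the mean activation of tested compounds plus 3 SD, cut at about 6.6% in these data, passing the limit was not always enough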;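 further: 100% uses oxytocin at 75 nM as the full agonist control; some results filed as inactive read as strong as hits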
Target sequence (P30559 whole entry, looked up): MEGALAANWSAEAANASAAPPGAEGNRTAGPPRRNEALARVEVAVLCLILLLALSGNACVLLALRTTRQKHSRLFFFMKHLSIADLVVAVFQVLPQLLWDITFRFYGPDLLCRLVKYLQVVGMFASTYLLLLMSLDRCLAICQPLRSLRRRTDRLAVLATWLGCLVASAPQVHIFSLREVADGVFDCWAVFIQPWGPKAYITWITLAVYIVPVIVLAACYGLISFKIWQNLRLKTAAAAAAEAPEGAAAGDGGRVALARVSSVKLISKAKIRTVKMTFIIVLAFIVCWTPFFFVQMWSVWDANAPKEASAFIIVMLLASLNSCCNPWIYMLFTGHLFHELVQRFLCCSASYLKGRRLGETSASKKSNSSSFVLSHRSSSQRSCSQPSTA
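Assay system: CHO cell line stably expressing human OTR | Also added: Oxytocin at about EC15, sub-maximal agonist stimulus | Times: Compound 6 min at room temperature before oxytocin, 100 s read | Measured by: Fluo-8 intracellular calcium fluorescence, ex 470-495, em 515-575 nm | Controls: EC15 oxytocin alone as 0%, 75 nM oxytocin as 100%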
GPR7 antag – blocks human GPR7 receptor signaling; GPR7-expressing cells, fluorescence antagonist assay; P48145; inhibition, % at 4.4 µM; actives 1.1% (n = 290,000); in the data active means inhibition above about 16%, passing the limit was not always enough;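 further: cells stimulated with the agonist NPW; 0% = agonist with vehicle and 100% = vehicle without agonist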
M1 ag parental – nonselective activator or artifact in parental CHO-K1 cells; Fluo-8 calcium fluorescence; scaled to maximal ATP response, vehicle zero; activation, % at 3 µM; actives 0.48% (n = 360,000); in the data active means activation above about 15%;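 further: untransfected CHO-K1 host cells lacking M1 receptor as counterscreen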
CHO parental Ca – signal in parental CHO cells, OX1R antagonist counter-screen | parental CHO-K1, ATP-induced calcium, Fluo-8 fluorescence | inhibition, % at 5.6 µM | actives 0.63% (n = 330,000) | AID 463079;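 active means inhibition above that plate's mean sample inhibition plus 3 SD, cut at about 26% in these data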;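 further: 0% = ATP-challenged DMSO wells and 100% = DMSO wells without ATP; some compounds past the cut are filed as inactive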
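material = parental CHO cells | also added = ATP as calcium-mobilizing challenge | dosing = single point at 5.6 µM | detection = intracellular calcium via Fluo-8 no-wash fluorescent dye | read-out = % inhibition | benchmarks = low control ATP plus DMSO, high control DMSO only | repeats = one well per compound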
CHO-K1 Ca PAM – M1 PAM counterscreen hit in parental CHO-K1 cells | ATP EC20, Fluo-8 calcium fluorescence; 0% at ATP EC20, 100% at ATP max | activation, % at 3 µM | actives 0.02% (n = 360,000) | AID 602247;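 active means activation above the run cutoff, the mean activation of all test compounds plus 3 SD, cut at about 40% in these data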;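 further: peak over basal fluorescence ratio in a 140 s read after ATP addition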
CHO-K1 Ca antag – M1 antagonist counterscreen hit in parental CHO-K1 cells. ATP-induced calcium, Fluo-8 fluorescence. inhibition, % at 3 µM. actives 0.6% (n = 360,000);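 active means inhibition above a per-plate cutoff, the plate's mean sample inhibition plus 3 SD, cut at about 24% in these data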;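 further: 0% = DMSO plus EC80 ATP and 100% = DMSO alone without ATP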
OXTR ag – activates the human oxytocin receptor; P30559; CHO-OTR cells, Fluo-8 calcium fluorescence; normalized: DMSO 0%, oxytocin 100%; activation, % at 3 µM; actives 0.32% (n = 320,000); AID 2435;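 active means activation above the mean of all tested compounds plus 3 SD, cutoff set per screening run, cut at about 20% in these data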;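 further: peak over basal fluorescence ratio from a 100 s FLIPR kinetic read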
V1R ag counter – activates human V1a receptor in oxytocin agonist counter-screen; CHO-V1R cells, Fluo-8 calcium fluorescence, agonist mode; 0% DMSO, 100% 3 nM vasopressin; actives 0.25% (n = 320,000); AID 2797; P37288; activation, % at 3 µM;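 active means activation above the mean activation of all tested compounds plus 3 SD, per screening run, cut at about 20% in these data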;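 further: signal is peak over basal fluorescence ratio across a 100 second FLIPR read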
Target sequence (P37288 whole entry, looked up): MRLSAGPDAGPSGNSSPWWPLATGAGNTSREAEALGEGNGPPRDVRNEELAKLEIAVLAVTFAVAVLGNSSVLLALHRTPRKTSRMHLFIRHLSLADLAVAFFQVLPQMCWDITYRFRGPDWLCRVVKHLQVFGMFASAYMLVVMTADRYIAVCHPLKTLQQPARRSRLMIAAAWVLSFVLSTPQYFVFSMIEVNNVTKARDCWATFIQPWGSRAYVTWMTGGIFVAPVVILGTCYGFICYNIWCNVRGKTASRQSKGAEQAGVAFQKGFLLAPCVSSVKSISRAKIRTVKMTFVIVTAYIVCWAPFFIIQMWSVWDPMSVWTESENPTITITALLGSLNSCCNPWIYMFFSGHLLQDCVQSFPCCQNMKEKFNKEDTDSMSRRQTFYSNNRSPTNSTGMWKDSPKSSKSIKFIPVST
TAAR1 antag – human TAAR1 antagonism; inhibition, % at 3 µM; CHO RD-HGA16 TAAR1, Fluo-8 calcium fluorescence, antagonist; Q96RJ0; actives 1.5% (n = 360,000);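 active means inhibition above a per-plate cutoff, the mean inhibition of test compounds on that plate plus 3 SD, cut at about 49% in these data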;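 further: 0% = DMSO plus EC80 beta-PEA response and 100% = DMSO alone without agonist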
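Material: CHO RD-HGA16 cells bearing hTAAR1; compound dosing: one-point dosing, 3 µM nominal final; schedule: dye loading 75 min at 37 °C, then 30 min room temperature; measured by: calcium fluorescence with Fluo-8; control set: vehicle and agonist controls; replication: n of 1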
Active calls of the source: *; · = no result given. Random draw from the library (roughly 3.5% active in at least one column).

SMILES | OXTR potentiator | GPR7 antag | M1 ag parental | CHO parental Ca | CHO-K1 Ca PAM | CHO-K1 Ca antag | OXTR ag | V1R ag counter | TAAR1 antag
CCOc1ccccc1N(CC(=O)NC1CCCCC1)S(C)(=O)=O | -18 | 3 | 0.5 | -18 | 1 | 14 | -0.2 | 1.2 | 15
COc1ccc(S(=O)(=O)N/N=C(/C)c2ccc(Cl)cc2)cc1 | -11 | 0 | 0.2 | -11 | -7 | 9 | -0.4 | 0.2 | -17
N#CCCN(Cc1ccccc1)C(CCc1ccccc1)C(=O)NC1CCCCC1 (stereo unspecified) | · | · | 0.4 | · | 0 | -21 | · | · | -13
COc1ccc(S(=O)(=O)N2CCOCC2)cc1NC(=O)/C=C/c1ccc(F)cc1 | · | · | 9.4 | · | -10 | 2 | · | · | 9
COCCCn1c(C)nc2c(c1=O)c1nc3ccccc3nc1n2CCc1ccccc1 | -6 | 1 | 0.6 | -10 | 0 | -8 | -0.8 | 0.1 | ·
Cc1cc(NC(=O)c2cc3n(n2)C(C(F)(F)F)CC(c2ccc(Cl)c(Cl)c2)N3)no1 (stereo unspecified) | -3 | 13 | 0.8 | -7 | 13 | -5 | -0.7 | -0.6 | 23
Cc1nc(C)c(CC(=O)N/N=C/c2ccc(O)cc2)c(=O)[nH]1 | -3 | -10 | 0.9 | -5 | 8 | -1 | 0.5 | 0.3 | -8
COc1ccc([N+](=O)[O-])cc1NC(=O)COC(=O)Cc1cc(OC)c(OC)c(OC)c1 | -4 | -1 | 1.8 | -3 | 7 | 5 | 4.5 | 2.3 | -1
CC1(C)CC(=O)C2=C(C1)NCN(Cc1ccc3c(c1)OCO3)C2 | -4 | -10 | 0.3 | 2 | 12 | -9 | 0.6 | 1.3 | 6
COc1ccc(C(C)=O)c(Oc2cc(NN3CCCCC3)c([N+](=O)[O-])cc2[N+](=O)[O-])c1 | 3 | -9 | 0.1 | -13 | 12 | -11 | -0.8 | -0.7 | 5
Cc1ccc(-c2cc(C(=O)N3CCN(c4ccccc4O)CC3)c3ccccc3n2)cc1 | -3 | · | 2.7 | -14 | -8 | 2 | 0.1 | -1.1 | 62*
COc1cccc2[nH]c3c(N4CCC5(CC4)OCCO5)ncnc3c12 | -14 | -13 | 4.4 | -10 | 3 | 1 | -2.4 | -2.4 | -21
COC(=O)c1oc2c(c1C)C(=O)CCC2 | -5 | -10 | 0.4 | -11 | -2 | 4 | 3.0 | 1.5 | -6
C=CCSc1cc(C)nc2c(-c3ccc(Cl)cc3)c(C)nn12 | -1 | -14 | 0.5 | -41 | 12 | -1 | 0.3 | -0.2 | -33
O=C(COc1cccc2c1CCN(Cc1ccc(Br)cc1)C2=O)N1CCOCC1 | -4 | 18 | 9.0 | -17 | 20 | -12 | 2.5 | 2.8 | 11
O=C(NCc1cccc(C(F)(F)F)c1)C1CC(c2cccc(F)c2)=NO1 (stereo unspecified) | 0 | · | -0.3 | 0 | -19 | -8 | 3.5 | 2.0 | 8
Cc1ccc(S(=O)(=O)N2CCN(C(=O)CCn3cncn3)CC2)cc1 | 0 | 0 | 0.6 | 13 | 8 | -7 | -0.4 | 1.1 | 2
O=S(=O)(Nc1cccc(-c2cn3c(n2)SCC3)c1)c1ccc(F)cc1F | -9 | 25* | 0.8 | -1 | 11 | -6 | 0.6 | 13 | -1
CN(C)c1nc(SCC(=O)Nc2ccccc2)nc(N2CCOCC2)n1 | 0 | -1 | 1.1 | -9 | 15 | -12 | 0.2 | -0.3 | -8
CC(C)(C)NCc1cc2ccccc2[nH]c1=O | 2 | 3 | -0.1 | -7 | 8 | 0 | 0.4 | 0.6 | 11
O=C(N1CCCCCC1)N1CCN(C(=O)N2CCCCC2)CC1 | 3 | -1 | 0.6 | -18 | 18 | -9 | 0.5 | 0.7 | 7
CC1CCN(c2c(NCC3CCC(C(=O)NCCC4=CCCCC4)CC3)c(=O)c2=O)CC1 (stereo unspecified) | -1 | 5 | -0.7 | -33 | -13 | 6 | -0.7 | -0.9 | 23
Cc1ccc(C(=O)C2=C(O)C(=O)N(Cc3cccnc3)C2c2ccc(OC(C)C)cc2)o1 (stereo unspecified) | -3 | -9 | 1.5 | -6 | 3 | 0 | 1.2 | 1.0 | 8
COc1ccc(/C=C(\NC(=O)c2ccccc2)C(=O)N/N=C/c2sccc2C)cc1 | -5 | -7 | 1.2 | -15 | 5 | -4 | 0.5 | 1.2 | 18
CC1=C(C)CC(C(=O)NNC(=O)c2ccccc2)C(C(=O)O)C1 (stereo unspecified) | -10 | -1 | 0.3 | 6 | 8 | -3 | 0.4 | 0.5 | -18

Single values from the results shown.
Value of O=S(=O)(Nc1cccc(-c2cn3c(n2)SCC3)c1)c1ccc(F)cc1F in V1R ag counter: 13
Value of CC1(C)CC(=O)C2=C(C1)NCN(Cc1ccc3c(c1)OCO3)C2 in OXTR potentiator: -4

Going on with the list:
SMILES | OXTR potentiator | GPR7 antag | M1 ag parental | CHO parental Ca | CHO-K1 Ca PAM | CHO-K1 Ca antag | OXTR ag | V1R ag counter | TAAR1 antag
CCNC(=S)N/N=C/c1cccc(C)c1 | 1 | -10 | 0.5 | -19 | -10 | 5 | -2.6 | -0.2 | 14
Cc1ccnc(Nc2nc(-c3ccccc3)cs2)c1 | -9 | -18 | 5.2 | -21 | 8 | 1 | -2.6 | -0.8 | -15
COc1ccc(C(=O)NCC2CCCO2)cc1S(=O)(=O)NCc1ccc(Cl)cc1 (stereo unspecified) | · | · | 0.2 | · | 10 | -7 | · | · | -7
CNC(=O)c1c(NC(=O)c2ccc(S(=O)(=O)N3CCCc4ccccc43)cc2)sc2c1CCN(C)C2 | -8 | -2 | 5.2 | 5 | 16 | -6 | 3.0 | 3.3 | -20
O=C(c1ccc(Cl)cc1)N1CCC(O)(CSc2ccc(Cl)cc2Cl)CC1 | -14 | -1 | 2.6 | -17 | 14 | -5 | 4.3 | 5.0 | 18
CCC(=O)N(CCc1ccccc1C)Cc1cc2cc3c(cc2[nH]c1=O)OCO3 | -18 | -14 | 0.1 | -4 | 27 | -3 | -0.2 | 0.0 | 10
COc1ccc2nc(/C(C#N)=C\c3ccc(C(=O)O)cc3)[nH]c2c1 | -5 | -5 | 2.0 | 2 | 11 | -7 | 1.5 | 2.9 | 5
Cc1ccccc1NC(=O)/C(C#N)=C\c1cc(C)n(-c2ccc(C(=O)O)cc2)c1C | -5 | -5 | 2.0 | -8 | 17 | -10 | -0.7 | 0.0 | 5
O=S(=O)(NCCN1CCCC1)c1ccc(C(F)(F)F)cc1 | -4 | -23 | -0.4 | -6 | -9 | -3 | -0.3 | 2.2 | -19
CC(=O)C1=NN(c2ccc(Cl)cc2)C(c2ccc3c(c2)OCO3)N(C(C)=O)N1C (stereo unspecified) | -6 | 8 | -0.1 | -21 | 16 | -11 | -1.6 | -0.4 | -58
N#Cc1cn(Cc2ccccc2)c2ccccc12 | -7 | -8 | -0.1 | -10 | 14 | -7 | -2.7 | -0.4 | -11
O=S(=O)(c1ccc(Cl)cc1)N1CCc2ccccc21 | -5 | -6 | 0.8 | -15 | 7 | -6 | -1.2 | -0.5 | 26
CN1C(=O)/C(=C/c2ccco2)SC1=Nc1ccc(N2CCOCC2)cc1 | -2 | -12 | 0.1 | -9 | -6 | 6 | -0.8 | 1.4 | -2
CSCCC(NC(N)=O)C(=O)NCc1cccc(Cl)c1 (stereo unspecified) | -9 | -4 | 0.9 | -2 | 18 | -6 | 0.2 | -1.1 | 5
COc1ccc(NC(=O)c2cccc3c2C(=O)c2ccc(-c4cnc(OC)nc4)cc2S3(=O)=O)cc1 | -2 | · | -0.2 | -24 | -5 | -3 | -0.1 | 1.2 | 12
C[C@@H]1CN([C@@H](C)CO)C(=O)c2cc(N(C)C)ccc2O[C@@H](C)CCCCO[C@@H]1CN(C)S(=O)(=O)c1cccs1 | · | · | 0.0 | · | 20 | -12 | · | · | -3
COc1ccc(/C=N/N(C)C2=NCCN2)c(OC)c1OC | 2 | -9 | -0.3 | 0 | 1 | 2 | 1.1 | 1.1 | -4
COc1ccc(OC)c(S(=O)(=O)Nc2cc3c4c(c2)CC(=O)N4CCC3)c1 | -7 | · | 0.8 | -28 | 17 | -6 | 2.6 | -0.2 | -1
Cc1ccccc1SCCNC(=O)CCc1ccccc1 | -4 | 14 | · | -18 | · | · | -2.2 | -1.4 | ·
CN(C)C(CNC(=O)CCC(=O)c1ccc(Br)cc1)c1ccccc1 (stereo unspecified) | -2 | 1 | 1.8 | -14 | -3 | -14 | -0.5 | 1.1 | -2
O=C(CCC(=O)N1CCN(Cc2ccc(F)cc2)CC1)Nc1nnc(C(F)(F)F)s1 | -3 | -4 | -0.1 | -11 | -15 | 7 | 0.9 | 0.4 | -12
COc1ccc(C(C)C)cc1S(=O)(=O)n1ccnc1C | -3 | -7 | 0.8 | -16 | 13 | -7 | -1.4 | 0.0 | -15
CCOc1cc(/C=N/n2cnnc2)c(Br)cc1O | 1 | 5 | -0.5 | -9 | 2 | -12 | -0.5 | -1.2 | 7
CSc1c(CC(=O)NCCCO)n(Cc2ccccc2)c2ccccc12 | -11 | -16 | 0.8 | -15 | 22 | -7 | 0.1 | 2.0 | -27
C[C@H](CO)N1C[C@H](C)[C@@H](CN(C)S(=O)(=O)c2ccccc2)Oc2ccc(NC(=O)CCC(F)(F)F)cc2C1=O | -1 | · | -0.3 | 3 | -4 | -4 | 1.2 | 0.6 | 23
The results go on:
SMILES | OXTR potentiator | GPR7 antag | M1 ag parental | CHO parental Ca | CHO-K1 Ca PAM | CHO-K1 Ca antag | OXTR ag | V1R ag counter | TAAR1 antag
CC1CCN(S(=O)(=O)c2ccc3c(c2)N(CC(=O)NCCCN2CCCCC2)C(=O)CS3)CC1 | 0 | -8 | 0.1 | -5 | 6 | -9 | -0.6 | -0.6 | -14
O=S1(=O)CCC(NC(=S)Nc2ccccc2)C1 (stereo unspecified) | -1 | -11 | 0.5 | -6 | 22 | -15 | 0.9 | -0.1 | -27
CCn1ncc(C2=NOC(C(=O)NCc3ccc(Cl)cc3)C2)c1C (stereo unspecified) | -1 | 10 | 1.2 | -10 | -15 | 3 | 3.1 | 0.1 | 5
O=C(O)CCCCCn1c(SCc2cc(=O)n3cc(Cl)ccc3n2)nc2ccsc2c1=O | -2 | -15 | -0.4 | -6 | 2 | 11 | -0.9 | 0.4 | -6
COC(=O)c1ccc2c(c1)N(C)CCS2 | 2 | -3 | 0.1 | -9 | 10 | -8 | -0.9 | 0.0 | -1
COc1ccc(C2N(C(=O)N3CCOCC3)CCN2S(=O)(=O)c2ccc(C)cc2)cc1 (stereo unspecified) | -6 | 3 | 0.6 | -7 | -4 | -19 | -1.5 | -0.4 | 3

Some entries already given with just TAAR1 antag and OXTR ag:
Molecule,TAAR1 antag,OXTR ag
COc1cccc2[nH]c3c(N4CCC5(CC4)OCCO5)ncnc3c12,-21,-2.4
CCn1ncc(C2=NOC(C(=O)NCc3ccc(Cl)cc3)C2)c1C (stereo unspecified),5,3.1
